D2 ag – D2 dopamine receptor (human) agonism; AID 485358; actives 0.53% (n = 340,000); HEK293 T-REx D2 cells, calcium flux agonist mode; P14416; activation, % at 2 µM;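 active = activation over 3 SD above normal in the single-dose calcium agonist read, cut at about 30% in these data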; also: 0% is about no effect
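Tetracycline-induced HEK293 T-REx cells with force-coupled D2 receptor, plated overnight at 30 C, loaded with no-wash calcium dye. After a 10 s baseline, compound was pin-added and calcium flux read kinetically for 180 s; calcium rises flagged agonists.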
USP1-UAF1 inh – inhibitors of human USP1/UAF1 deubiquitinase. recombinant USP1/UAF1, Ub-Rhodamine cleavage fluorescence. Potency, µM (doses to about 57.1 µM), for the others: at the highest dose activity change, negative = inhibition, most hits filed as inhibitors. actives 0.23% (n = 390,000). AID 743255; also: potency is read from the fitted curve at half-maximal effect; % is scaled to controls: 0 for no effect and ±100 for the full control effect; nearly all actives have a fitted effect of over 60% in size; inactives centre near -12
Target sequence (O94782 whole entry, looked up): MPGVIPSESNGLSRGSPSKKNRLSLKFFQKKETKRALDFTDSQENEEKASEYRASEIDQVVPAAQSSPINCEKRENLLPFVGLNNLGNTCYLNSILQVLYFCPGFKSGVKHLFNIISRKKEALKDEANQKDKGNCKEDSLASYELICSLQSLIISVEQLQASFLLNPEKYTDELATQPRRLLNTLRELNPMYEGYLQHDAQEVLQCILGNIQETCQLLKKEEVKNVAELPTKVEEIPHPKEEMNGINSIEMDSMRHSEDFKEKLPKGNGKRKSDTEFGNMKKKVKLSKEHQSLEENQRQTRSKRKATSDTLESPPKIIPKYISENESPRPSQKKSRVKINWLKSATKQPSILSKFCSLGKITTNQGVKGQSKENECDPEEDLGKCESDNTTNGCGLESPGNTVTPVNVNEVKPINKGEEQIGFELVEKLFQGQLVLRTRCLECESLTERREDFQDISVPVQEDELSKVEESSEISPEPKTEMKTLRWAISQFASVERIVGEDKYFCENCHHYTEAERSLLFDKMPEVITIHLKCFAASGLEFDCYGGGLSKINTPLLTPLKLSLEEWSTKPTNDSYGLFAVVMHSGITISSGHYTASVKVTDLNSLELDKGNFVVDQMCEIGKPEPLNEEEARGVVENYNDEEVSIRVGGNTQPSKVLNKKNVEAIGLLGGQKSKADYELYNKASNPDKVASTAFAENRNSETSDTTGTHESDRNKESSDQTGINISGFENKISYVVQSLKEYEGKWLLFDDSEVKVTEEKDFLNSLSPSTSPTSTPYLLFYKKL
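In this screen, compounds sit with the deubiquitinase complex (1nM) for 15 min at room temperature before Ub-Rho is added at 150nM final. Fluorescence rise is then followed for 6 reads every 60 seconds.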
PI4K2A block – PI4K2A (human) kinase inhibition | Q9BTU6 | purified PI4K2A, ADP-Glo luminescence, 1 h; hits give low values | activity change, negative = inhibition, % at 76.9 µM | actives 0.13% (n = 420,000); in the data active = activity change below about -50%; inconclusive = mostly about -30% to -49%;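 also: -100% = wells without enzyme as full effect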
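In this quantitative HTS, ADP production by PI4K2A was quantified luminescently after 1 h at ambient temperature; 100 microM adenosine served as plate-quality control.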
TrxR1 inh – blocks rat thioredoxin reductase 1. recombinant rTrxR1, NADPH fluorescence consumption, selenite substrate. Potency, µM (top dose mostly 114 µM), inactives show at the highest dose activity change, negative = inhibition, hits mostly inhibitors. actives 1% (n = 390,000). AID 588453; also: potency is read from the fitted curve at half-maximal effect; % is scaled to controls: 0 for no effect and ±100 for the full control effect; nearly all actives have a fitted effect of over 65% in size
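Rat TrxR1 (90 nM in the dispensed reagent) was pre-reduced with 400 uM NADPH for 5 min at room temperature, then incubated with compound for 15 min. After 400 uM selenite was added, NADPH fluorescence (Ex 340/Em 450 nm) was followed for 8 min.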
TRHR agonist – agonists of human TRH receptor | TRHR cells, calcium flux fluo-8, FDSS agonist mode | activation, % at 2 µM | P34981 | AID 493084 | actives 0.18% (n = 360,000); in the data active = activation above about 30%; also: 0% is about no effect
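TRHR-expressing cells loaded with fluo-8 calcium dye; 23 nL library compound pin-transferred, kinetic FDSS fluorescence (Ex 480/Em 530) recorded about 180 s for agonist-induced calcium release, before a 10 nM TRH EC20 addition for potentiator mode.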
TrxR1 substrate – is turned over as a substrate by rat TrxR1; purified TrxR1 substrate turnover, NADPH consumption readout; Potency, µM (doses to about 114 µM), for inactives: at the highest dose activity change, negative = substrate turnover; actives 0.01% (n = 390,000); AID 588456; also: potency is read from the fitted curve at half-maximal effect; % is scaled to controls: 0 for no effect and ±100 for the full control effect; nearly all actives have a fitted effect of over 50% in size
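Rat TrxR1, dispensed at 90 nM, was prereduced with 400 uM NADPH (final) for 5 min at ~22 deg C, then incubated with compound 15 min before 400 uM selenite. A first-read NADPH fluorescence drop versus no-compound background flagged substrates.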
IDH1 R132H inh – inhibitors of human mutant IDH1 R132H | Potency, µM (top dose mostly 76.6 µM), inactives show top-dose activity change, negative = inhibition, actives largely listed as inhibitors | IDH1-R132H enzyme, NADPH consumption, diaphorase/resazurin fluorescence | actives 0.093% (n = 390,000); also: potency is read from the fitted curve at half-maximal effect; % is scaled to controls: 0 for no effect and ±100 for the full control effect; nearly all actives have a fitted effect of over 65% in size
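IDH1-R132H (0.5 ug/mL dispensed) in pH 7.5 Tris buffer was preincubated 30 min with compound, then given a substrate mix of 0.016 mM NADPH and 2 mM alpha-KG for 80 min at room temperature; remaining NADPH was read by diaphorase/resazurin fluorescence.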
TRHR enhancer – allosteric enhancers of human TRH receptor. P34981. enhancement, % at 2 µM. TRHR cells, fluo-8 calcium fluorescence, EC20 TRH enhancement. actives 0.66% (n = 360,000); in the data active = enhancement above about 30%; also: 0% is about no effect
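TRHR-expressing cells loaded with fluo-8 calcium dye were read kinetically (ex 480/em 530) during compound addition, then stimulated with an EC20 of TRH (10 nM final). Enhancement of the Gq-mediated intracellular calcium response was scored.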
D2 antag – antagonists of human D2 dopamine receptor. P14416. HEK293 TREx D2 cells, calcium flux, dopamine EC80. inhibition, % at 10 µM. actives 2% (n = 340,000). AID 485344; in the data active = inhibition above about 30%; also: 0% is about no effect
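Measurement of antagonist activity uses fluorescent calcium dye in inducible HEK293 T-REx D2 cells: 10 s baseline, compound addition with 180 s read, EC80 dopamine addition with a further 180 s read.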
Starred values were filed as active, the others as inactive; ? = inconclusive; · = not tested or not shown; & = joins results of further samples; [ ] = dose if it differs, or a comment. Unless noted, calls follow the shape of the dose curve; as a rule, active = well fitted inhibition curve with a large enough effect; inconclusive = small, poorly fitted or top-dose-only effect; inactive = no such curve, though single readings can be large or run the other way.

SMILES	D2 ag	USP1-UAF1 inh	PI4K2A block	TrxR1 inh	TRHR agonist	TrxR1 substrate	IDH1 R132H inh	TRHR enhancer	D2 antag
O=C1Nc2ccccc2C1=O	·	1%	6	18%	·	1%	-13%	·	·
COc1ccc(S(=O)(=O)N2CCC(C)CC2)cc1Br	0.4	-8%	-2	-7%	1.6	-10%	6%	5	-25
O=C(NCCc1ccccc1)c1cnn(-c2ccc(F)cc2)c1-n1cccc1	-0.9	-8%	1	10%	0.3	-4%	-5%	-10	·
COc1cccc(S(=O)(=O)Nc2ccc(C(=O)N3CCCCCC3)cc2)c1	-0.9	-23%	3	15%[57.1 µM]	1.1	0%[57.1 µM]	4%	-6	8
CC(C)(C)NC(=S)N/N=C/c1cc(Br)c(O)c(Br)c1	5.7	-32%	1	-21%	-1.6	-3%	-14%	4	-20
O=C(/C=C/c1cccc(F)c1)c1ccc(N2CCOCC2)cc1	1.1	-21%	11	0%	0.4	-4%	0%	5	13
COc1ccccc1-c1cc(-c2cc(Cl)ccc2O)n[nH]1	0.1	-19%	0	7%	0.8	5%	-3%	-7	-5
O=C(Nc1ccccc1)Nc1ccc2ccccc2c1	-0.3	-16%	-1	-5%	-0.4	-4%	0%	14	0
CC(C)C(NC(=O)OCc1ccccc1)C(=O)OCC(=O)N1CCCCC1 (stereo not given)	0.4	0%	5	12%	0.1	11%[57.1 µM]	0%	-5	9
CCN(C(=O)CSc1nnc(-c2ccc(OC)cc2)n1C(C)C)C1CCS(=O)(=O)C1 (stereo not given)	·	-12%	1	15%	·	11%[57.1 µM]	2%	·	·
Cc1ccc2nc(SCC(=O)Nc3ccc(C#N)cc3)[nH]c2c1	-0.6	?	3	13%	-0.3	-4%	17%	-5	·
COc1cc(CC(=O)Nc2ccc3nc(C)sc3c2)cc(OC)c1OC	56*	-4%	3	32%	0.1	1%	7%	1	-11
Cc1ccc(C(C(=O)NC2CCCC2)N(C(=O)c2csnn2)C2CCCC2)o1 (stereo not given)	-0.6	-15%	-3	7%	0.1	1%	6%	1	-17
CC(Oc1ccc(Cl)cc1)C(=O)OCC(=O)Nc1ncc(Cl)cc1Cl (stereo not given)	1.0	-15%	-11	5%[57.1 µM]	2.1	-6%[57.1 µM]	11%	0	-1
CN(CC(=O)Nc1ccc(Cl)cc1)CC(=O)Nc1cccc(Br)c1	-0.2	-17%	2	41%[activator]	0.5	7%	13%	2	13
CCCN(C(=O)Cc1coc2cc(C)c(C)cc12)c1c(N)n(Cc2ccccc2)c(=O)[nH]c1=O	0.1	-15%	1	7%	0.0	1%	0%	-5	6
N#Cc1ccc(NC(=O)c2nc(-c3ccccc3)n(-c3ccccc3)n2)cc1	·	-19%	-19	25%	0.3	18%	7%	0	·
O=C1CC2(CCCCCC2)Oc2ccc(Cl)cc21	·	?	-2	17%	·	47%[activator]	-5%	·	·
Cc1cc2cc3c(cc2nc1SCC(=O)O)OCCO3	-0.3	-10%	0	21%[57.1 µM]	-0.1	9%	3%	-6	-2
CC(=O)Nc1ccc(NC(=O)CSc2nccn2Cc2ccc3c(c2)OCO3)cc1	·	-17%	2	24%[57.1 µM]	0.9	4%[57.1 µM]	0%	1	·
Cc1ccccc1N1CCN(S(=O)(=O)c2nnc(NC(=O)c3ccc(Cl)cc3)s2)CC1	-0.4	-7%	1	1%	0.2	-2%	0%	-2	·
COc1cc(C(=O)NCc2nnc(SCC(=O)N3CCCc4ccccc43)o2)cc(OC)c1OC	0.0	-6%	1	14%[57.1 µM]	-1.1	-24%[57.1 µM]	12%	-9	2
O=C(Cc1ccc(Cl)cc1)Oc1cccc2cccnc12	·	-13%	-13	-5%	1.0	-3%	12%	0	-5
COc1ccc(-n2c(N)c(C(=O)NCc3ccco3)c3nc4ccccc4nc32)cc1OC	2.7	-9%	1	-49%	0.6	18%	-1%	0	2
Cc1ccc(C)n1-c1ccccc1N	0.7	·	·	·	0.8	·	·	-6	26
O=C(Cn1ncc2c3ccccc3n(Cc3ccccc3)c2c1=O)NC1CCCCCC1	·	?	7	5%	-2.5	-2%	-2%	-2	·
O=C(NCCNCCO)C1(C(F)(F)F)C/C(=C\Cc2ccccc2)CCCO1 (stereo not given)	·	-31%	0	?	·	8%&-14%	-9%	·	·
O=c1c(CN2CCN(c3ccccn3)CC2)coc2ccccc12	88*	-2%	0	?	0.1	8%	-7%	-2	79*
CCCCN1CN(S(=O)(=O)c2cccs2)c2nc3ccccc3nc21	2.5	·	·	·	-0.6	·	·	0	-16
O=C(c1ccco1)N1CCN(S(=O)(=O)c2ccc(F)cc2)CC1	-0.5	-6%	0	-12%	-0.1	-6%	0%	-4	-10
Cc1ccc(NC(=O)Cn2c(=O)n(Cc3ccc4c(c3)OCO4)c(=O)c3ccc(C(=O)NC4CCCCC4)cc32)cc1	0.1	-28%	-2	16%	1.0	15%	11%	-1	·
COC(=O)c1cc(=O)c2cccc(OC)c2[nH]1	-0.4	-12%	-1	-14%	0.2	38%[activator]	2%	3	-4
c1ccc(CCNc2ncnc3scc(C4COc5ccccc5O4)c23)cc1 (stereo not given)	0.4	-23%	-8	2%	2.1	2%	6%	-6	6
Cc1cccc(OCc2nnc(SCC(=O)Nc3ccc(C)c(Cl)c3)o2)c1	0.3	-15%	-5	20%	0.3	8%	0%	-5	-8
COc1cccc(-c2nc3c(c(=O)[nH]c(=O)n3Cc3ccccc3)n2CCO)c1OC(F)F	-1.8	2%	-1	23%	-1.0	19%	-3%	7	-22
O=C(COc1ccccc1)Nc1ccc(S(=O)(=O)N2CCCC2)cc1	0.3	-22%	-3	-9%	-0.4	-6%	-3%	1	-3

Random excerpt: 6 records from the list.
SMILES	D2 ag	USP1-UAF1 inh	PI4K2A block	TrxR1 inh	TRHR agonist	TrxR1 substrate	IDH1 R132H inh	TRHR enhancer	D2 antag
O=C1CC2(CCCCCC2)Oc2ccc(Cl)cc21	·	?	-2	17%	·	47%[activator]	-5%	·	·
N#Cc1ccc(NC(=O)c2nc(-c3ccccc3)n(-c3ccccc3)n2)cc1	·	-19%	-19	25%	0.3	18%	7%	0	·
COc1cc(CC(=O)Nc2ccc3nc(C)sc3c2)cc(OC)c1OC	56*	-4%	3	32%	0.1	1%	7%	1	-11
Cc1ccc2nc(SCC(=O)Nc3ccc(C#N)cc3)[nH]c2c1	-0.6	?	3	13%	-0.3	-4%	17%	-5	·
Cc1ccccc1N1CCN(S(=O)(=O)c2nnc(NC(=O)c3ccc(Cl)cc3)s2)CC1	-0.4	-7%	1	1%	0.2	-2%	0%	-2	·
O=C(COc1ccccc1)Nc1ccc(S(=O)(=O)N2CCCC2)cc1	0.3	-22%	-3	-9%	-0.4	-6%	-3%	1	-3

(next part)
SMILES	D2 ag	USP1-UAF1 inh	PI4K2A block	TrxR1 inh	TRHR agonist	TrxR1 substrate	IDH1 R132H inh	TRHR enhancer	D2 antag
CCOC(=O)C1CCN(C(=O)c2ccc(OCC)c(OCC)c2)CC1	-0.1	-7%	3	3%[57.1 µM]	-2.0	6%[57.1 µM]	2%	5	-10
COc1cc2nc(SCc3ccc(C(F)(F)F)cc3)n(Cc3cccs3)c(=N)c2cc1OC	0.6	-23%	4	-7%	-0.1	-1%	0%	7	-1
O=C(NNc1nc(-c2ccccc2)cs1)c1ccc(F)cc1	0.8	-11%	3	3%[57.1 µM]	0.0	5%[57.1 µM]	-2%	3	-1
NC(=S)N/N=C1\CCSc2ccc(Cl)cc21	0.6	5%	0	13%[57.1 µM]	0.8	5%	-6%	-2	-2
CN(C(=O)CSc1ccc(S(=O)(=O)N2CCCCC2)cn1)c1ccccc1	0.2	-25%	-1	17%	-0.9	-6%	-1%	-5	19
CCC(=O)Nc1cccc(C2=NOC3(C2)C[C@@H](C(N)=O)N(C(=O)COc2ccc(Cl)cc2)C3)c1 (stereo not given in full)	-0.3	-25%	-2	8%[57.1 µM]	0.5	6%[57.1 µM]	-6%	0	10
O=C(CSCc1cc(=O)c2cc(F)ccc2[nH]1)Nc1ccccc1Cl	·	-6%	-3	14%[57.1 µM]	0.3	3%[57.1 µM]	14%	-4	·
CNC(=O)C1CCC(Cn2c(=O)[nH]c3ccsc3c2=O)CC1 (stereo not given)	-2.0	-5%	0	44%[activator][57.1 µM]	-0.7	18%[57.1 µM]	-13%	13	·
COc1ccc(CN2C(=O)COc3ccccc32)cc1	0.3	-20%	3	13%	-1.8	6%	18%	-5	-2
Cc1ccc(CNC(=O)C(=O)NCC2OCCN2C(=O)c2ccc(Cl)cc2)cc1 (stereo not given)	1.0	-17%	-2	17%[57.1 µM]	-0.3	4%[57.1 µM]	-2%	-13	2
O=C(Nc1ccncc1)C1COc2ccccc2O1 (stereo not given)	0.0	-6%	1	8%	0.9	5%[57.1 µM]	5%	14	-13
CCOC(=O)Cc1ccc(NC(=O)N2CCOc3ccc(C)cc32)cc1	0.6	10%	0	24%	0.3	1%[11.4 µM]	-11%	1	·
O=c1[nH]c(NCCO)nc2c1C1(CCCCC1)Cc1ccccc1-2	0.3	-29%	-2	10%	0.3	72%[activator][57.1 µM]	1%	0	-9
O=C(Nc1cc(S(=O)(=O)N2CCOCC2)ccc1O)c1ccc2c(c1)S(=O)(=O)c1ccccc1C2=O	-1.8	-20%	3	6%[57.1 µM]	-1.5	-1%[57.1 µM]	-10%	-6	2
O=C(CSc1nc2cc(Cl)ccc2o1)N1CCOCC1	-0.3	0%	4	37%	1.0	19%[57.1 µM]	5%	17	-6
COc1ccccc1CN1C(=NC(=O)CCC2CCCC2)SC2CS(=O)(=O)CC21 (stereo not given)	0.8	-14%	-1	20%	0.8	-1%	-12%	-1	-2
Cc1ccc2cc(C(c3nnnn3Cc3ccccc3)N3CCc4ccccc43)c(=O)[nH]c2c1 (stereo not given)	-0.1	-25%	-1	-24%	-0.7	-2%	-1%	7	6
O=C(N/N=C/c1cc2c(cc1Cl)OCO2)c1cccc(Br)c1	-1.0	-8%	-7	-8%	-0.8	-11%	-4%	-1	20
